S1P3 antagonist: antagonists of human S1P3 receptor. AID 485. 0.27% of 170,000 active. inhibition, % at 4.98 µM. CHO S1P3 NFAT-BLA reporter, FRET fluorescence, antagonist mode. Q99500;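 active means inhibition above the plate cutoff, the mean inhibition of test wells on that plate plus 3 SD, cut at about 28% in these data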;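 further: cells challenged with S1P at its EC80 of 0.8 µM; blue over green emission ratio from cleaved BLA substrate after 4 h stimulation; 0% = S1P-stimulated wells and 100% = unstimulated DMSO-only wells; some compounds past the cut are filed as inactive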
Target sequence (Q99500 whole entry, looked up): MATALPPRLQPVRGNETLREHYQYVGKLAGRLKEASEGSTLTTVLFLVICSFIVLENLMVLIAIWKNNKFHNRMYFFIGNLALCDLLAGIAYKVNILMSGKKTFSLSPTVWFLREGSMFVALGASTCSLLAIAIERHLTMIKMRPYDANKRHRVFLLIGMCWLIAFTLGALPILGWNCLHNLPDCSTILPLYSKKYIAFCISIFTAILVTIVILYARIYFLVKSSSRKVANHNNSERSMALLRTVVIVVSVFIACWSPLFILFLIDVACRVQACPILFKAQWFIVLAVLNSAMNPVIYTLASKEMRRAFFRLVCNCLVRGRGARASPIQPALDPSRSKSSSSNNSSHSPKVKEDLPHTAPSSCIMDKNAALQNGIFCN
Hsp70 act: Hsp70 transcriptional activation, primary screen. 0.04% of 200,000 active. activation, % at 10 µM. HeLa Hsp70 promoter luciferase reporter, luminescence; scaled: vehicle 0, proteasome-inhibitor control 100%. AID 1203;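 active means activation above the mean across all tested compounds plus 3 SD, cutoff set per campaign, cut at about 5.5% in these data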;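 further: 100% = MG132 at 30 µM as the positive control and 0% = DMSO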
RAM inhibit: inhibitors of the yeast RAM network; 1.8% of 190,000 active; inhibition, % at 50 µM; S. cerevisiae dse1pr::URA3 reporter, 5-FOA growth OD615, 2 d; analog-sensitive cbk1-as2 kinase mutant strain; AID 868;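 active means inhibition above a set limit, 3 SD over mean compound inhibition, cut at about 8.4% in these data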;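 further: 0% = DMSO-only wells with no growth and 100% = 10 µM 1-NA-PP1 full growth; inhibition rescues growth on 5-FOA so higher OD means more RAM inhibition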
TNAP inh noacc: blocks human TNAP activity with no phosphate acceptor present | inhibition, % at 20 µM | P05186 | purified TNAP, CDP-star luminescence, 30 min | 0.26% of 200,000 active | AID 1012;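 active means tissue-nonspecific alkaline phosphatase inhibition above about 50% at 20 µM in the single-dose screen, limit read from the data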;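 further: 0% = DMSO negative control and 100% = EDTA positive control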
Target sequence (P05186 whole entry, looked up): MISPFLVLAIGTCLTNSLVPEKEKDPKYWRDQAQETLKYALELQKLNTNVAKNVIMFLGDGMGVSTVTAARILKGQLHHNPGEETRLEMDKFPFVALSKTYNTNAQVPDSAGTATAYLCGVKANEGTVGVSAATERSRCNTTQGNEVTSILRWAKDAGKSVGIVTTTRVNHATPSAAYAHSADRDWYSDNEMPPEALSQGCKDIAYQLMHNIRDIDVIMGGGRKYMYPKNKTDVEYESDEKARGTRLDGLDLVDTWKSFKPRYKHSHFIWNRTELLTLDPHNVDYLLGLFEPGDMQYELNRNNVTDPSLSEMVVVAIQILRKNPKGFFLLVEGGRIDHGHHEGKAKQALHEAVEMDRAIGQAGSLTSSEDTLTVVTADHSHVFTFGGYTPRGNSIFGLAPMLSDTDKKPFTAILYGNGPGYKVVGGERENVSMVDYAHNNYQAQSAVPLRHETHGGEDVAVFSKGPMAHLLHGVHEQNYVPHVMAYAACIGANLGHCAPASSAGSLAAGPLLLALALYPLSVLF
TNAP inh hiacc: TNAP (human) inhibition, high acceptor; purified TNAP, CDP-star luminescence, 1 M DEA; AID 1135; 0.03% of 200,000 active; inhibition, % at 20 µM; P05186;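 active means over 50% inhibition of tissue-nonspecific alkaline phosphatase at 20 µM in the single-dose screen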;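 further: plate controls were DMSO wells for no effect and EDTA-quenched wells as full inhibition for full effect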
PMI activator: increases human mannose-6-phosphate isomerase activity | activation factor at 20 µM | P34949 | purified human PMI, coupled resazurin fluorescence, 20 min; active compounds read high; 1 = vehicle control, 0 substrate-free wells | 0.005% of 190,000 active;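 active means activation factor of 2 or more at 20 µM, relative to plate controls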
Lmaj promast: Leishmania major promastigote growth inhibition; AID 1063; inhibition, % at 10 µM; Leishmania major promastigotes, resazurin fluorescence viability; 9% of 200,000 active; in the data active means inhibition above about 50%;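 further: promastigotes grown with compound for 44 hours at 28 °C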
Efa HMGR inh: inhibitors of class II HMG-CoA reductase from Enterococcus faecalis; purified E. faecalis HMGR, NADPH absorbance 340 nm kinetic; inhibition, % at 10 µM; 0.41% of 190,000 active;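 active means inhibition above a set limit, the median over all tested compounds plus 3 SD, cut at about 9.5% in these data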;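 further: enzyme runs in reverse so mevalonate oxidation gives rising NADPH absorbance; 0% = complete reaction with DMSO and 100% = background rate lacking mevalonate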
PMI act satM6P: increases human PMI activity with near-saturating mannose 6-phosphate; P34949; coupled PMI enzyme assay, resazurin fluorescence, 20 min; active compounds read high; 1 = untreated enzyme, 0 = substrate-free blank; activation factor at 20 µM; 0.34% of 190,000 active; AID 1216;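 active means activation factor of 2 or more at 20 µM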
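Material: human phosphomannose isomerase with PGI, G6PDH, diaphorase coupling enzymes; amount: PMI at 15 ng/mL final; also added: Mannose-6-phosphate 1.0 mM (near-saturating) plus 0.22 mM NADP+; incubation: enzyme reaction with compound 20 min at room temperature; signal: resorufin fluorescence (Ex 544/Em 590 nm) from resazurin via diaphorase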
DTT redox prof: compounds producing H2O2 with reducing agent – biochemical, NIH compound library profiling, artefact control for MLSCN library redox annotation, primary screen. DTT-dependent redox cycling H2O2, phenol red/HRP absorbance; 100% = 100 µM peroxide control, 0% = buffer. activation, % at 10 µM. 0.03% of 200,000 active. AID 878;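 active means activation of at least 50% relative to the plate's high and low controls in the primary single-dose screen; inactive means activation below 50%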;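 further: compound incubated with DTT at 0.8 mM final as the reducing agent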
* marks the source's active call; other numbers are inactive results; · = not tested or not shown. Rows were taken by chance. Share with any hit: about 12%.

SMILES | S1P3 antagonist | Hsp70 act | RAM inhibit | TNAP inh noacc | TNAP inh hiacc | PMI activator | Lmaj promast | Efa HMGR inh | PMI act satM6P | DTT redox prof
COc1ccccc1N1CCN(C(=O)CN2C(=O)C3CCCCC3C2=O)CC1 (stereo unspecified) | 8.9 | 0.2 | -0.5 | -5.8 | -4.3 | 1 | -2.4 | 1.2 | 1 | -0.9
COc1ccc(C(C)NC(=O)c2ccc(Cl)cc2)cc1OC (stereo unspecified) | 13.9 | -0.2 | 1.5 | -17.6 | 1.2 | 0.9 | -11.7 | -0.9 | 1.1 | 0.0
C/C(=N/N=C1/NC(=O)CC(C(=O)Nc2ccccc2)S1)c1cccs1 (stereo unspecified) | -16.0 | -0.5 | 4.8 | -11.7 | -4.8 | 0.7 | 78.1* | 0.7 | 0.9 | 0.0
CCOc1cc(S(=O)(=O)NCc2ccccc2)ccc1Br | -1.9 | 0.2 | 4.2 | -12.1 | -0.6 | 0.8 | 7.5 | -0.6 | 0.9 | -0.7
CCc1ccc(NC(=O)C(=O)NNC(=O)COc2cccc(OC)c2)cc1 | 6.6 | 0.1 | 1.9 | -43.6 | -5.8 | 1.1 | -2.7 | 0.0 | 1 | 0.0
CCC(C)Sc1nc2c(c(=O)[nH]c(=O)n2C)n1CC(O)COc1ccccc1C (stereo unspecified) | · | -0.1 | 1.4 | -5.8 | -1.3 | 0.8 | 1.5 | -4.9 | 1 | 0.8
O=C(CCc1ccccc1)N/N=C/c1cccc([N+](=O)[O-])c1 | 10.5 | -0.1 | 2.0 | -1.3 | -1.6 | 1 | 1.3 | -1.1 | 1 | -0.3
Oc1ccc(Oc2ccc3c(C(F)(F)F)cc(C(F)(F)F)nc3n2)cc1 | · | -0.3 | 2.7 | 5.1 | 2.1 | 0.9 | 0.1 | -8.2 | 1 | 2.3
Cc1ccc(CNC(=O)CCCC(=O)Nc2cc(C)on2)cc1 | -15.8 | -0.1 | 1.2 | -10.5 | -4.1 | 1 | -2.4 | -6.2 | 1 | -0.4
CC(C)CC(=O)NC(=S)Nc1nc(-c2cccc3ccccc23)cs1 | · | 0.0 | 4.2 | 4.0 | 1.8 | 1.1 | 5.1 | -2.5 | 1.1 | 1.4
O=C(O)CN1CCN(Cc2ccccc2)C1=O | -24.4 | 0.0 | 0.4 | -11.5 | -3.9 | 1.1 | -5.9 | -6.8 | 1.2 | -0.2
CC(C)C(C(=O)Nc1sc2c(c1C#N)CCCCC2)N1C(=O)c2ccccc2C1=O (stereo unspecified) | · | 0.0 | 7.3 | -6.6 | -5.2 | 0.8 | -6.8 | -3.0 | 0.9 | -11.3
CN(C)S(=O)(=O)c1ccc2c(c1)C(CC(=O)O)NC2=O (stereo unspecified) | -41.5 | 0.0 | 0.9 | 1.8 | -9.7 | 1.1 | -5.0 | 1.3 | 1 | 0.6
CC(C)CC(NC(=O)C(NC(=O)C(Cc1ccc(OCc2ccccc2)cc1)NC(=O)OC(C)(C)C)C(C)C)C(N)=O (stereo unspecified) | -8.6 | -0.3 | 0.6 | -16.9 | 0.8 | 1 | 8.6 | 5.5 | 1.2 | -0.4
COCCCNC(=O)/C=C/c1ccc(OCc2c(F)cccc2Cl)cc1 | -18.6 | -0.2 | 0.9 | -12.9 | -8.2 | 1 | 16.0 | -0.3 | 1 | -0.6
COc1ccccc1CNc1ccc([N+](=O)[O-])cc1C | -18.8 | -0.1 | 0.4 | 2.8 | 3.0 | 0.8 | 19.4 | 3.8 | 0.8 | -1.1
Cc1ccc(C(=O)NC(c2ccccc2)C(Cl)Cl)cc1 (stereo unspecified) | 20.8 | 0.0 | 4.2 | -9.2 | -0.3 | 1 | -2.8 | -12.6 | 1.2 | 0.6
COc1ccc2c(c1)CCc1c(C(=O)NCc3ccc(Cl)cc3)noc1-2 | · | -0.1 | 3.8 | -14.1 | -6.4 | 1 | -4.7 | 1.5 | 1 | 3.3
O=C(NN=C1CCN(Cc2ccccc2)CC1)c1cc(Br)ccc1O | -12.3 | -0.3 | 1.9 | -7.3 | -1.1 | 1.3 | -12.4 | 1.8 | 1.3 | 0.4
O=S(=O)(Nc1ccc(Oc2ncccn2)c(Cl)c1)c1ccc(Cl)cc1 | · | -0.3 | 1.4 | -11.0 | -7.9 | 0.9 | -3.5 | -3.7 | 1 | 0.8
O=C(CCCC(=O)OCC(=O)c1cccs1)Nc1ccc(Oc2ccccc2)cc1 | · | -0.1 | 4.5 | 9.7 | -8.7 | 1 | -1.2 | -0.4 | 0.9 | -7.2
COC(=O)c1cc(NC(=O)c2ccc([N+](=O)[O-])cc2)c(=O)oc1C | -9.3 | 0.0 | 1.1 | -3.1 | 0.5 | 1.3 | 7.8 | -2.2 | 1.2 | -0.8
Cc1cc(C)c2cc3c(N)c(C(=O)N4CCOCC4)sc3nc2c1 | -62.7 | 0.0 | 0.6 | -6.9 | -0.1 | 1.4 | -1.2 | -1.2 | 1.8 | 0.5
O=c1nc2n(c3ncccc13)CCCCC2 | 1.7 | 0.1 | 0.8 | -11.1 | -5.3 | 1.2 | -2.2 | -5.3 | 1.1 | -0.9
COC(=O)Cc1cc(=O)[nH]c(/N=C(\N)Nc2ccc(C)cc2C)n1 | -26.9 | -0.5 | 0.8 | -6.7 | -9.1 | 1.1 | -0.1 | -2.3 | 1 | 4.8
CNC(=O)/C(C#N)=C/c1c(N(Cc2ccccc2)Cc2ccccc2)nc2ccccn2c1=O | 9.8 | -0.3 | 4.8 | -6.8 | -0.5 | 0.9 | 16.8 | 3.4 | 1 | 0.4
CC(=O)Nc1cc(Cl)ccc1OS(=O)(=O)c1ccc(C)cc1 | -15.9 | -0.5 | 0.5 | -17.1 | -3.7 | 0.9 | 0.5 | -4.0 | 0.9 | -0.6
S=c1nc(-c2ccccc2)oc2c1CCCC2 | · | 0.0 | -1.8 | -0.4 | -6.0 | 1 | -8.7 | -1.2 | 0.9 | -3.7
O=C(Cc1ccc(Cl)cc1Cl)Nc1ccc(OC(F)F)c(Cl)c1 | -2.7 | -0.1 | 2.9 | -7.9 | 2.9 | 1.1 | 52.5* | 1.2 | 1.1 | 0.7
COc1ccc(S(=O)(=O)N2CCN(c3ccccc3OC)CC2)cc1OC | 6.6 | 0.1 | · | -9.7 | -3.0 | 0.8 | 3.5 | -0.7 | 0.9 | 2.7
CCCCC(=O)Oc1ccccc1C1SCc2cc(C)c(C)cc2CS1 | · | -0.2 | 5.9 | -7.2 | -3.3 | 1 | 8.0 | -0.4 | 0.9 | -6.9
CCOC(=O)CCNC(=O)N1CCCC(CNS(=O)(=O)Cc2ccccc2)C1 (stereo unspecified) | -2.0 | -0.2 | 1.0 | -6.6 | -0.4 | 0.9 | -8.4 | -1.6 | 1 | -1.0
CC1CCN(C(=O)CN(CCc2ccccc2)S(C)(=O)=O)CC1 | 11.9 | 0.4 | 2.3 | -10.6 | -5.1 | 1 | 11.1 | -11.2 | 1.1 | 0.1
O=C1CCCN1CN(C(=O)c1ccc2c(c1)OCO2)c1cccc(Cl)c1 | -6.1 | 0.1 | 0.5 | -6.1 | -3.5 | 1 | -3.3 | 2.4 | 1 | -1.9
O=C(CC(c1ccccc1)(c1ccccc1)c1ccccc1)N[C@@H](Cc1ccccc1)C(=O)O | -6.3 | -0.1 | 12.7* | -8.8 | -8.3 | 0.9 | -3.0 | -0.3 | 1 | -0.8
CCN(CC)S(=O)(=O)c1ccc(OC)c(NC(=O)c2cc(=O)[nH]c3ccccc23)c1 | -13.0 | -0.4 | 2.4 | -16.7 | -4.9 | 1.1 | -3.1 | -6.0 | 1 | -0.9
Cc1ccc(/C=C(/C#N)C(=O)NC(=O)Oc2ccccc2)cc1 | · | -0.1 | 4.6 | -5.0 | -8.3 | 1 | -4.0 | -1.5 | 1 | -0.8
CNC(=O)CSc1nnc(-c2ccncc2)n1Cc1ccccc1 | -17.1 | -0.4 | 0.7 | -8.5 | -5.8 | 0.9 | 2.4 | -5.2 | 0.9 | 0.0
COC(=O)CC1Oc2ccc(C)cc2NC1=O (stereo unspecified) | -18.4 | -0.3 | -0.5 | -10.7 | -5.1 | 0.9 | -3.1 | 1.6 | 0.8 | -3.4
COC(=O)C(C)Sc1nnc(SC(C)C(=O)OC)s1 (stereo unspecified) | -32.5 | -0.1 | 1.5 | -6.4 | -1.4 | 1.3 | -10.3 | -1.0 | 1.4 | 1.1
CC1CCCN(Cc2c(O)ccc3c(=O)c(-c4nc5ccccc5s4)c(N)oc23)C1 (stereo unspecified) | · | -0.3 | -2.2 | -17.0 | -5.2 | 0.9 | 100.7* | -3.1 | 1 | -3.2
CCOCCCNC(=S)N(Cc1ccco1)Cc1cc2cc3c(cc2[nH]c1=O)OCCO3 | -3.6 | -0.1 | 2.2 | -11.5 | -5.6 | 0.9 | 6.5 | -3.7 | 1 | -0.6
COc1cccc(/C=N/Nc2cc(C)nc(-c3ccccc3O)n2)c1O | -1.2 | -0.2 | -2.0 | -16.8 | -0.8 | 0.7 | 71.2* | 2.6 | 0.6 | -0.2
COC(=O)c1cccc(NC(=O)CSc2nc(O)c(-c3ccccc3)c(=O)[nH]2)c1 | -9.7 | -0.3 | 2.4 | -9.3 | -3.8 | 1 | -5.1 | -7.4 | 0.8 | 2.5
COc1ccccc1C(=O)NCC(=O)N/N=C/c1cc(Br)ccc1OC(=O)/C=C\c1ccco1 | -2.9 | -0.2 | 3.3 | -1.4 | -1.0 | 1.1 | 92.3* | -9.0 | 1.1 | -0.1
COc1ccc(NS(=O)(=O)c2cc(NC(=O)CC3CCCC3)ccc2N2CCOCC2)cc1 | -7.5 | -0.2 | 4.5 | -15.3 | -2.9 | 0.9 | 39.5 | 2.4 | 1 | -1.0
CCS(=O)(=O)N1CCN(c2c(Cl)cccc2[N+](=O)[O-])CC1 | · | -0.1 | 0.3 | -7.3 | 1.2 | 1 | -0.3 | -2.9 | 1 | 1.1
COc1cc(OC)c(OC)cc1CNCCNC(=O)c1nonc1N | 19.4 | 0.1 | 1.9 | -21.6 | -10.5 | 0.9 | -10.8 | 1.2 | 0.9 | -1.0
O=C(Nc1ccc(Cl)cn1)c1ccc2ccccc2n1 | · | -0.2 | 2.9 | -13.2 | -3.6 | 0.9 | -3.9 | -0.3 | 1 | -3.3
COc1ccc(CC2(CO)CCN(Cc3cccc(OC)c3OC)CC2)cc1 | -1.3 | -0.1 | -0.5 | -7.1 | -5.9 | 0.9 | 5.4 | -4.3 | 0.9 | -0.2

Compound profiles, as listed above. Values in the order: S1P3 antagonist, Hsp70 act, RAM inhibit, TNAP inh noacc, TNAP inh hiacc, PMI activator, Lmaj promast, Efa HMGR inh, PMI act satM6P, DTT redox prof
O=C(Nc1ccc(Cl)cn1)c1ccc2ccccc2n1 in the list: ·, -0.2, 2.9, -13.2, -3.6, 0.9, -3.9, -0.3, 1, -3.3
COc1ccc(NS(=O)(=O)c2cc(NC(=O)CC3CCCC3)ccc2N2CCOCC2)cc1 in the list: -7.5, -0.2, 4.5, -15.3, -2.9, 0.9, 39.5, 2.4, 1, -1.0
